Bioassay records deposited in PubChem BioAssay by National Center for Advancing Translational Sciences (NCATS).
FEN1 inhibitor – human FEN1 inhibition | P39748 | Recombinant FEN1 flap cleavage, fluorescence, 15 min | Potency, µM (highest dose often 114 µM), for inactives: at the highest dose activity change, negative = inhibition, most hits filed as inhibitors | 390,000 tested, 0.35% active; also: nearly all actives have a fitted effect of over 65% in size
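Enzyme 10 nM, 15 min RT preincubation with compound; start with substrate 50 nM final; reads at 0 and 15 min; qHTS titration, four-parameter Hill fit.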
GCN5L2 inh – GCN5L2 (KAT2A) acetyltransferase inhibition; GCN5L2 HAT assay, ThioGlo1 CoA-SH fluorescence; Potency, µM (top dose mostly 58.9 µM), without a hit: at the top dose activity change, negative = inhibition, usual class: inhibitors; 390,000 tested, 0.21% active
Target sequence (Q92830 whole entry, looked up): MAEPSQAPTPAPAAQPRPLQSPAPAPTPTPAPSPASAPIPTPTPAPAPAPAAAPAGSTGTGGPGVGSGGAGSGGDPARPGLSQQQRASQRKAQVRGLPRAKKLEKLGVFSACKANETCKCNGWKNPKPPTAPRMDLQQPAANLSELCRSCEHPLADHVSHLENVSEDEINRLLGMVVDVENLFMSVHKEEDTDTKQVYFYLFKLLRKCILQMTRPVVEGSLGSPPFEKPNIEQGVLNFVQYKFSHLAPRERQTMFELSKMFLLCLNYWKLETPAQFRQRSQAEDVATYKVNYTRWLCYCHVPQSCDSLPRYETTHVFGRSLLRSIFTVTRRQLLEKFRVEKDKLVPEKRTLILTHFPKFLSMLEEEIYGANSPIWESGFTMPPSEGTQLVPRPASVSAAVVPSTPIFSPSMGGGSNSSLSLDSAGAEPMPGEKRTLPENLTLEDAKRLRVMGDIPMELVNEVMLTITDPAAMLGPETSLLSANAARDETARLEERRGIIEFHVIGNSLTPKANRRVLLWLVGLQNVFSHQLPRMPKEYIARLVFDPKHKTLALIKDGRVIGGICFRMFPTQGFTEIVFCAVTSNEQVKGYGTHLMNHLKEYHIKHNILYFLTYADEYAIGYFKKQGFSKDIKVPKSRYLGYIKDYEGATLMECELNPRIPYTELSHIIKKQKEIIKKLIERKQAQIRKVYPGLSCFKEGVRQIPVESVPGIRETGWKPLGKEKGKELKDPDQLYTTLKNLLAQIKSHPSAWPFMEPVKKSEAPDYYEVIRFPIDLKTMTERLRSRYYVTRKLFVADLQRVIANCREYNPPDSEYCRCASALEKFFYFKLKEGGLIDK
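Enzyme at 20nM final was mixed with library compounds for 15 min at room temperature. Peptide H3(1-25) at 75uM, acetyl-CoA at 70uM and ThioGlo1 at 50uM were then added. Plates were read immediately and after 20 min (Ex340nm/Em540nm).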
N370S GC mod – N370S glucocerebrosidase modulation, Gaucher chaperone candidate | N370S GC spleen homogenate, 4MU-glucoside fluorescence | Potency, µM (top dose mostly 59.4 µM), for inactives: at the top dose activity change, negative = inhibition, hits mostly inhibitors | 330,000 tested, 0.092% active | AID 2101;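 also: 0% = full enzyme activity and -100% = no enzyme basal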
Numbers without * were called inactive; ? = inconclusive; nt = not tested or not shown; [ ] = another dose, or the depositor's remark. Calls follow the shape of the dose curve; as a rule, active = well fitted curve in the direction sought with a large enough effect; inconclusive = small, poorly fitted or top-dose-only effect, or another doubt; inactive = no such curve, though single readings can be large; an effect the other way counts as inactive or inconclusive. Unless noted, % is scaled to controls: 0 for no effect and ±100 for the full control effect; potency is read from the fitted curve at half-maximal effect.

Values run as follows: GCN5L2 inh	N370S GC mod	FEN1 inhibitor
CN(CC1CCCO1)S(=O)(=O)c1ccc(C(=O)Nc2ccc(S(N)(=O)=O)cc2)cc1 (stereo unspecified)
    -1%	-10%	-12%
Cc1csc(NC(=O)COc2ccc3c(C)cc(=O)oc3c2)n1
    -8%	-3%	1%
COCCOC(=O)C1=C(C)NC(=S)NC1/C=C/c1ccccc1 (stereo unspecified)
    -1%	-3%	-7%
COc1ccc(OC(=O)c2ccc(OC)c(S(=O)(=O)N3CCOCC3)c2)cc1
    -26%	-15%	6%
COc1ccc(C2=NN(c3ccc(C=O)cc3)C(c3ccccc3)C2)cc1 (stereo unspecified)
    -17%	?	-18%
CCCCCSc1nc2c(cnn2-c2ccccc2)c(=O)[nH]1
    1%	3%	2%
O=C(NC1CCCCCC1)c1cc2c(Cl)nc3ccccc3c2s1
    -2%	nt	4%
COc1ccc(C(CNC(=O)c2cc(S(=O)(=O)NCc3ccco3)ccc2C)N(C)C)cc1 (stereo unspecified)
    -3%	nt	3%
O=C(Nc1nc2c(s1)CCCC2)c1ccc(Br)o1
    -6%	7%	0%
CC(=O)NCCc1nc2ccccc2n1CCOc1ccccc1C
    -6%	-3%	-4%
CSc1nc(NC(C)=O)nc(C)c1Br
    0%	-2%	0%
O=c1[nH]c(CSc2ccccc2)nc2c1oc1ccccc12
    1%	-1%	-11%
Cn1c(SCc2cccc(Br)c2)nnc1-c1ccccn1
    -6%	-11%	-1%
CCOc1ccccc1C(=O)N(Cc1ccc(N(C)C)cc1)CC1CCCO1 (stereo unspecified)
    -3%	nt	-12%
O=C1CCCc2cc3c(cc21)CC1(C3)Cc2cc3c(cc2C1)C(=O)CCC3
    5%	5%	-18%
COC(=O)c1sc(=S)n(-c2ccccc2)c1N
    -5%	5%	-17%
COc1cccc(CC(=O)NCC2COc3ccccc3O2)c1OC (stereo unspecified)
    6%	-2%	3%
Cc1ncc([N+](=O)[O-])n1C[C@H](O)CCl
    -6%[21.4 µM]	11%[21.6 µM]	nt
c1csc(-c2cnc3n2CCCC3)c1
    1%	-1%	-9%
CC1CC(N(C(=O)c2ccccc2Cl)c2ccccc2)c2ccccc2N1 (stereo unspecified)
    -9%	-25%	-6%
O=C(O)C1=C(C(=O)Nc2ccc(F)c(Cl)c2)CCCC1
    -6%	9%	-1%
CC(C)c1ccc(CCNC(=O)CCNS(=O)(=O)c2ccc(Br)cc2)cc1
    -5%	nt	19%
Cc1cccc(NS(=O)(=O)Cc2ccccc2)c1C
    -12%	-11%	-4%
COc1ccc(CN2CCN(C(C)C(=O)N3CCc4ccccc43)CC2)cc1OC (stereo unspecified)
    4%	-2%	-9%
Cc1nc(NC(=O)c2c(-c3ccccc3)c(-c3ccccc3)nn(C)c2=O)sc1C
    -5%	nt	-4%
O=C(CCCSc1nc2ccccc2[nH]1)NC(c1ccccc1)c1ccccc1
    -19%	4%	-6%
NC(=O)c1nc(Nc2ccccc2)sc1NC(=O)c1ccccc1Br
    -7%	nt	0%
c1ccc2c(c1)nc1n2CCS1
    -3%	2%	-2%
O=S(=O)(NC1CCCc2ccccc21)c1cnc[nH]1 (stereo unspecified)
    2%	?	-11%
CC(=O)Nc1ccc(NC(=O)CSc2nnc(C)c(=O)[nH]2)cc1
    -7%	5%	2%
Cc1cc(=O)oc2ccc(OC(=O)c3cccc(S(=O)(=O)N4CCOCC4)c3)cc12
    3%	-11%	3%
Cc1cc(C(=O)CN2C(=O)C(=O)N(Cc3ccccc3)C2=O)c(C)n1Cc1ccccc1
    -4%	nt	6%
COc1ccc(OC)c(NS(=O)(=O)c2ccc(NC(=O)C3COc4ccccc4O3)cc2)c1 (stereo unspecified)
    -14%	7%	-22%
COCCNC(=O)CC(NS(=O)(=O)c1ccc(C)cc1)c1ccco1 (stereo unspecified)
    -8%	4%	0%
Cc1cc2ccccc2n1CCNC(=O)c1ccc(F)cc1
    -16%	nt	-6%
CCN1C(=O)N[C@@H](CCc2ccccc2)C(C(=O)OC)=C1C
    nt	7%[12.8 µM]	-20%
CCC(C)(C)NC(=O)C(c1cccnc1)N(CCOC)C(=O)Cn1nnc2ccccc21 (stereo unspecified)
    0%	9%	-2%
C=C(C)Cn1c(=O)c2c(nc3n2CCCN3CCc2ccccc2)n(C)c1=O
    -2%	-10%	14%
O=S(=O)(NCc1nc2cccnc2n1Cc1ccc(F)cc1)c1ccc2c(c1)CCCC2
    -2%	nt	15%
O=C1c2c(O)cc(O)cc2O[C@H](c2ccc(O)c(O)c2)[C@@H]1O
    -6%	-19%	nt
CC12CCC(=O)N1C(C(=O)Nc1nc3ccc(S(C)(=O)=O)cc3s1)CS2 (stereo unspecified)
    -3%	-2%	5%
O=S(=O)(c1ccc2c(c1)OCCO2)N1CCC(n2cnc3cc(F)ccc32)CC1
    0%	1%	-6%
COc1ccc(C2=CC(c3ccc(Cl)cc3)n3cnnc3N2)cc1OC (stereo unspecified)
    ?	-2%	-1%
O=C(NC1CC1)c1cc2cc3ccccc3nc2s1
    -4%	-3%	-6%
O=C(CNC(=O)Cc1ccccc1)N=Nc1c(O)n(Cc2ccc3c(c2)OCO3)c2ccccc12
    -3%	15%	12%
O=S(=O)(NC1CC1)c1ccc(S(=O)(=O)N2CCc3ccccc32)cc1
    0%	-14%	-4%
CCn1ncc([N+](=O)[O-])c1C(=O)N1CCc2ccccc2C1
    -2%	0%	-1%
COc1ccc(NC(=O)CN(C)S(=O)(=O)c2ccccc2)cc1OC
    -4%	-1%	-11%
Cc1ccccc1Cn1cnc2c(nnn2Cc2ccc(F)cc2)c1=O
    8%	6%	-4%
CC(C)(C)C(=O)C[n+]1cccc(C(N)=O)c1
    -2%	-2%	-1%
COc1cccc(C(=O)c2c(-c3ccccc3)ncc3cc(OC)c(OC)cc23)c1
    -11%	nt	-19%
O=C(N/C(=C\c1ccc([N+](=O)[O-])cc1)C(=O)N1CCCCC1)c1ccco1
    -8%	-5%	-6%
O=c1n(Cc2ccc(F)cc2)nc2n1-c1cc(Cl)ccc1OC2
    -1%	nt	0%
Cc1ccc(CC(=O)N(C)CC(=O)N(CC(C)C)c2c(N)n(CC(C)C)c(=O)[nH]c2=O)cc1C
    -5%	-1%	0%
O=C(CSc1nc(Cc2ccccc2)nc2ccccc12)c1ccc2c(c1)OCCO2
    -23%	?	2%
Clc1ccc(CSc2ncnc3nc[nH]c23)cc1
    -3%	-5%	-2%
Cc1ccc(NC(=O)C2CCCN2c2nn3c(=O)cc(C)nc3s2)cc1 (stereo unspecified)
    -1%	0%	20%
Cc1ccc(NC(=O)c2ccc(COc3ccccc3Cl)o2)cc1
    -7%	nt	-1%
C=CCN1C(=O)/C(=C/c2ccc(-c3ccc(F)cc3)o2)SC1=S
    2%	-9%	-4%
Cc1ccc(OC(=O)CCc2c(C)nc3ncnn3c2C)cc1
    -3%	-7%	-5%

(continued)
Values run as follows: GCN5L2 inh	N370S GC mod	FEN1 inhibitor
Cc1ccc(NS(=O)(=O)c2ccc(CCC(=O)NCc3cccnc3)cc2)cc1
    -5%	1%	5%
Cc1ccc(-c2onc3ccc(C4OCCO4)cc23)cc1
    -5%	12%	-2%
CCc1ccc(CN(C(=O)c2ccco2)C2CCS(=O)(=O)C2)cc1 (stereo unspecified)
    1%	-15%	-2%
CN(C)c1ccc(C(=O)Nc2ccc(-c3nc4ccccc4o3)cc2)cc1
    1%	nt	-18%
O=C(CSc1ccc(-c2ccccc2)nn1)Nc1ccc2c(c1)OCCO2
    -5%	23%	5%
CCCNc1nc(C)c(C(C)=O)cc1C#N
    -2%	4%	-9%
CC1(C)CC(=O)C2=C(C1)N=C1SCCC(=O)N1C2c1cccc([N+](=O)[O-])c1 (stereo unspecified)
    -18%	-3%	-2%
N#Cc1cc2c(nc1Cl)CCC2
    -2%	5%	0%
CN1C(=O)S/C(=C/c2ccccc2OCc2ccc(C(=O)O)cc2)C1=O
    -2%	4%	0%
Cc1ccc2c(c1)cc1c(=O)n(CC(=O)N3CCCC3)nc(C)n12
    -8%	-2%	-2%
COc1ccc(OC)c(NC(=O)[C@H](Cc2ccccc2)N2Cc3ccccc3C2=O)c1
    -9%	nt	-6%
COc1ccccc1NC(=O)c1ccc(COc2ccc3c(c2)CCC3)cc1
    -6%	25%	-2%
CCN(Cc1ccccc1)C(=O)CCS(=O)(=O)c1ccc2c(c1)n(C)c(=O)c(=O)n2C
    1%	-2%	19%
CCN(CC(=O)Nc1ccc2c(c1)OCCO2)CC(=O)Nc1ccccc1C(F)(F)F
    -3%	nt	8%
CCOC(=O)c1sc(Nc2ccccc2)nc1C
    -3%	3%	-14%
O=C(CN(C(=O)Cn1nnc(-c2ccc(F)cc2)n1)c1cnc2ccccc2c1)NCC1CCCO1 (stereo unspecified)
    -6%	-2%	-3%
Cc1cc(=O)oc2cc(NC(=O)C(C)Oc3ccccc3)ccc12 (stereo unspecified)
    -17%	-4%	2%
CCOC(=O)c1ccc(NC(=S)NCc2ccccc2)cc1
    3%	-1%	-25%
CCOc1ccccc1-c1nc(C(N)=O)c2[nH]c(=O)n(-c3ccc(F)cc3)c2n1
    -2%	11%	19%
COc1ccc(C)cc1N(CC(=O)N1CCCCCC1)S(=O)(=O)c1ccccc1
    -1%	4%	1%
Cc1ccc(C(C(=O)NC2CCCC2)N(CCCO)C(=O)Cn2nnc(-c3ccc(C)o3)n2)cc1 (stereo unspecified)
    -4%	-1%	-3%
Cc1coc2c(C)c3oc(=O)c(CCC(=O)NCCCN4CCOCC4)c(C)c3cc12
    -13%	-13%	-8%
O=C(c1ccc(Cl)c(S(=O)(=O)N2CCCCCC2)c1)N1CCN(c2ccc(O)cc2)CC1
    -4%	nt	15%
COC(=O)c1sc(N)c(C(=O)OC)c1COC(=O)C12CC3CC(CC(O)(C3)C1)C2
    -8%	3%	-5%
CC1CCc2sc(C(=O)NC(C)C3CCCO3)cc2C1 (stereo unspecified)
    0%	5%	-16%
COc1ccccc1/C=C/C(=C1/C(=O)N(c2ccccc2)N=C1C)c1ccc(C)cc1
    3%	3%	1%
O=c1cc(CSc2ccccc2)[nH]c2ccccc12
    -10%	-4%	-10%
NS(=O)(=O)c1ccc(CCNC(=O)CN2CCN(c3ccccc3F)CC2)cc1
    3%	-4%	4%
COc1cc(O)c2c(c1)O[C@H](c1ccccc1)CC2=O
    -24%	-6%	nt
Cc1nnc(SCC(=O)NC2CC2)n1CC1CCCO1 (stereo unspecified)
    3%	-11%	1%

Quoted from the listing:
GCN5L2 inh result of Cc1cc(C(=O)CN2C(=O)C(=O)N(Cc3ccccc3)C2=O)c(C)n1Cc1ccccc1 stands at -4%
FEN1 inhibitor result of COCCOC(=O)C1=C(C)NC(=S)NC1/C=C/c1ccccc1 (stereo unspecified) stands at -7%
N370S GC mod result of O=C(CNC(=O)Cc1ccccc1)N=Nc1c(O)n(Cc2ccc3c(c2)OCO3)c2ccccc12 stands at 15%
GCN5L2 inh result of O=c1cc(CSc2ccccc2)[nH]c2ccccc12 stands at -10%
FEN1 inhibitor result of Cc1ccc(NC(=O)C2CCCN2c2nn3c(=O)cc(C)nc3s2)cc1 (stereo unspecified) stands at 20%
GCN5L2 inh result of CCN(Cc1ccccc1)C(=O)CCS(=O)(=O)c1ccc2c(c1)n(C)c(=O)c(=O)n2C stands at 1%
GCN5L2 inh result of Cc1ccc(OC(=O)CCc2c(C)nc3ncnn3c2C)cc1 stands at -3%

(listing goes on)
Values run as follows: GCN5L2 inh	N370S GC mod	FEN1 inhibitor
Cc1cccn2cc(CNC(=O)c3ccco3)nc12
    35µM*	3%	2%
CCOC(=O)C1=C(C)N(CCO)C(=O)NC1c1ccccc1 (stereo unspecified)
    -6%	9%	4%
CN1C(C(=O)N2CCc3ccccc3C2)=CC(c2ccc(F)cc2)=NS1(=O)=O
    -11%	1%	3%
C=CCON1C(=O)c2ccccc2C1=O
    0%	6%	3%
COC(=O)c1sccc1NC(=O)c1cccs1
    -10%	4%	-2%
Cc1cccc(C(=O)Nc2cccnc2Cl)c1
    -1%	-3%	-9%
CSCC[C@H](NC(=O)[C@H](Cc1ccccc1)n1c(=O)[nH]c2ccccc2c1=O)C(=O)N1CCC(C(=O)O)CC1
    -2%	?	-3%
CCOc1ccc(CCNC(=O)CCc2c(C)nc3c(c(C)nn3-c3ccc(C)c(C)c3)c2C)cc1
    1%	nt	17%
Clc1cccc(C[n+]2cc(-c3ccccc3)n3c2CCC3)c1
    -1%	0%	7%
CC(=O)Oc1ccc2c(c1OC(C)=O)OCC1(O)Cc3c(cc(OC(C)=O)c(OC(C)=O)c3OC(C)=O)C21 (stereo unspecified)
    -26%	5%	nt
O=C(Oc1ccc(C(=S)N2CCOCC2)cc1Cl)c1ccccc1F
    -18%	-2%	-20%

GCN5L2 inh, hit marks shown above
Values run as follows: GCN5L2 inh	N370S GC mod	FEN1 inhibitor
Cc1cccn2cc(CNC(=O)c3ccco3)nc12
    35µM*	3%	2%

Not all compounds are listed; the hit share may differ from the screen's.
